ERAP1 HTS inh – blocks human ERAP1 aminopeptidase activity; Q9NZ08; recombinant ERAP1, Leu-AMC fluorescence, 60 min; inhibition, % at 10.7 µM; 340,000 tested, 0.15% active; AID 652197;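 active means mean replicate inhibition of at least 30%, or all replicates individually reaching that 30% level; inactive means mean below 30% and not every replicate reaching it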;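 further: 0% = neutral control wells and 100% = L-leucinethiol positive control wells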
Xi reactivation – activators of X-chromosome reactivation in mouse fibroblasts; AID 743238; 360,000 tested, 0.055% active; XiGFP mouse fibroblasts, % GFP-positive cells imaging, 3 d; cells co-treated with 5-aza-dC sensitizer; scaled so ellipticine positive control = 100%; activation, % at 7.58 µM;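 active means mean normalized replicate activation at least 10% and every replicate at or above 10%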;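 further: 0% = median of on-plate neutral control wells and 100% = ellipticine 6 µM median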
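System: XiGFP fibroblasts, SV40-immortalized. Medium: DMEM plus 5-aza-dC sensitizer. Doses: single point. Timing: 3 d treatment, 15 min room-temperature fixation. Control set: ellipticine 6 µM.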
PGC1a acetyl inh – PGC1a acetylation modulation, inhibitor mode. 350,000 tested, 0.17% active. inhibition, % at 15.6 µM. U2OS PGC1a acetylation, AlphaScreen anti-acetyl-lysine; with virally co-expressed GCN5 acetyltransferase. AID 651687;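 active means every replicate shows inhibition of at least 40%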;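 further: 0% = neutral control wells and 100% = positive control wells; some results beyond the cut were filed as inactive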
LGR2 antag – inhibitors of bursicon-induced Drosophila LGR2 receptor cAMP signaling; 380,000 tested, 0.35% active; HEK293 LGR2, CRE-luciferase, bursicon-stimulated, 4 h; AID 720647; inhibition, % at 9.99 µM;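 active means drop in luminescence signal, shown as inhibition above about 50% in the replicate tests, limit read from the data, passing the limit was not always enough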;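 further: agonist challenge used bursicon conditioned medium at about half maximal strength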
Statin myotox sup – suppressors of simvastatin-induced myotoxicity in C2C12 myotubes; 330,000 tested, 0.78% active; ATP luminescence, 48 h; scaled: DMSO 0, geranylgeraniol control 100; AID 602340; rescue of ATP level, % at 7.49 µM;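 active means mean ATP rescue above about 67%, or every replicate alone reaching that limit, limit read from the data, passing the limit was not always enough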;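 further: myotubes were challenged with 10 µM simvastatin during compound exposure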
SIRT5 block – blocks human SIRT5 desuccinylation of peptide | 330,000 tested, 1.1% active | Purified SirT5, succinyl-peptide AMC, trypsin-coupled fluorescence | AID 652115 | Q9NXA8 | inhibition, % at 15 µM; in the data active means inhibition above about 15%
Target sequence (Q9NXA8 whole entry, looked up): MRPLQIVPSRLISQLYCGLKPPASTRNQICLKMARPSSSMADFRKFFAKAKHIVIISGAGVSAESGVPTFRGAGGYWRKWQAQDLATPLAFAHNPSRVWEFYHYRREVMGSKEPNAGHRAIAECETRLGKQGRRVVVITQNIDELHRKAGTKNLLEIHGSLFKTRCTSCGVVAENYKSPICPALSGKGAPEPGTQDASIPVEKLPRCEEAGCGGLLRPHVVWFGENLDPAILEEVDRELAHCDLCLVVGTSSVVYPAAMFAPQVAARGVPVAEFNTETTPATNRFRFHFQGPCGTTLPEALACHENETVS
Cneo AK release – Cryptococcus neoformans lysis via adenylate kinase release; C. neoformans lysis, adenylate kinase release luminescence, 4 h; normalised: neutral wells 0, clomiphene wells 100; lysis activity, % at 15 µM; 360,000 tested, 0.2% active;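 active means mean lysis activity across replicates of at least 80%, whatever share of replicates individually reach that level; inactive means mean lysis activity below 80%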
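Material: C. neoformans cells | Amount: Yeast cell density of 5 × 10^6 cells/mL | Medium: Fresh YPD growth medium | Dosing: Single dose | Times: Static 4 h at 37 °C with compound, 1 h detection | Detection: AK luminescence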
S100A4 inh HTS – inhibitors of human S100A4 binding to myosin IIA peptide; P26447; S100A4/TAMRA-MyoIIA peptide fluorescence polarization; inhibition, % at 10.7 µM; 360,000 tested, 0.14% active; AID 652163;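 active means mean inhibition of at least 70% across replicates, with every replicate also reaching that level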
Target sequence (P26447 whole entry, looked up): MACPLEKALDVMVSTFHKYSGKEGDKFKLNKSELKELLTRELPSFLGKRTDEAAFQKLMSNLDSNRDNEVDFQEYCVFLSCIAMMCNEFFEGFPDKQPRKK
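Material: S100A4 monomer (human). Medium: Calcium-containing HEPES buffer, pH 7.2. Probe or stimulus: labelled myosin peptide probe, 5 nM. Compound dosing: one concentration per compound. Timing: polarization read 5 min after assay mix addition, stable 5–60 min. Benchmarks: DMSO as neutral control, TFP as positive control.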
Starred values were filed as active, the others as inactive. A portion of the library; the hit share may differ from the screen's.

Results for CCOc1ccc(N2CC(C(=O)Nc3nnc(Cc4ccc(OC)cc4)s3)CC2=O)cc1 (configuration not stated) ?
ERAP1 HTS inh: -3; Xi reactivation: 0.2; PGC1a acetyl inh: 5; LGR2 antag: 3; Statin myotox sup: 7; SIRT5 block: -1; Cneo AK release: -2; S100A4 inh HTS: -1

How did COc1ccc(S(=O)(=O)N(C)C[C@@H]2Oc3ccc(NC(=O)C4CC4)cc3CC(=O)N([C@@H](C)CO)C[C@@H]2C)cc1 do in these assays?
ERAP1 HTS inh: 4; Xi reactivation: 0.0; PGC1a acetyl inh: -4; LGR2 antag: -9; Statin myotox sup: -11; SIRT5 block: 2; Cneo AK release: -3; S100A4 inh HTS: -6

What do the screens show for `c1ccc2c(c1)nnn2-c1ncnc2sccc12`?
ERAP1 HTS inh: -1; Xi reactivation: 0.0; PGC1a acetyl inh: -7; LGR2 antag: -47; Statin myotox sup: 5; SIRT5 block: -2; Cneo AK release: 2; S100A4 inh HTS: -14

How did Cc1ccc(NC(=O)CSc2nnc(CNC(=O)C34CC5CC(CC(C5)C3)C4)n2-c2ccc(F)cc2)cc1 do in these assays?
Xi reactivation: 0.1; PGC1a acetyl inh: 12; LGR2 antag: -5; Cneo AK release: -1

What do the screens show for `C[C@H](CO)N1C[C@H](C)[C@H](CN(C)C(=O)c2ccccc2F)Oc2ncc(C#Cc3cccc(F)c3)cc2C1=O`?
ERAP1 HTS inh: 9; Xi reactivation: -1.3; PGC1a acetyl inh: 8; LGR2 antag: -5; Statin myotox sup: 7; SIRT5 block: -1; Cneo AK release: 10; S100A4 inh HTS: 1

What do the screens show for `O=C(CCN1CCOCC1)NNC(=O)c1ccc(Cl)c([N+](=O)[O-])c1`?
ERAP1 HTS inh: 0; Xi reactivation: 0.2; PGC1a acetyl inh: 7; LGR2 antag: 11; Statin myotox sup: 1; SIRT5 block: -3; S100A4 inh HTS: 8

How did CCS(=O)(=O)Nc1ccc2c(c1)C(=O)N(C)C[C@H](OC)[C@@H](C)CN(C(=O)C1CC1)[C@H](C)CO2 do in these assays?
ERAP1 HTS inh: 3; Xi reactivation: -0.2; PGC1a acetyl inh: -3; LGR2 antag: 9; Statin myotox sup: -8; SIRT5 block: 2; Cneo AK release: 4; S100A4 inh HTS: 9

Results for Cc1ccc(Cc2nnc(SCC(=O)Nc3ccccc3)n(N)c2=O)cc1 ?
ERAP1 HTS inh: 1; Xi reactivation: 0.1; PGC1a acetyl inh: 0; LGR2 antag: 15; Statin myotox sup: 28; SIRT5 block: -4; Cneo AK release: -1; S100A4 inh HTS: -1

Results for C=CC[C@H](CC(=O)N[C@H](CO)Cc1ccccc1)C(=O)N[C@@H](COC(=O)[C@@H](CC=C)CC(=O)OC(C)(C)C)Cc1c[nH]c2ccccc12 ?
Xi reactivation: -0.1; PGC1a acetyl inh: 8; LGR2 antag: 23; Statin myotox sup: 4; Cneo AK release: -4; S100A4 inh HTS: -2

Results for CCO[C@H]1OC(C(=O)N2CCN(C)CC2)=C[C@@H](C(C)(C)C)[C@@H]1CCCO ?
ERAP1 HTS inh: -4; Xi reactivation: 0.1; PGC1a acetyl inh: 5; LGR2 antag: -8; Statin myotox sup: 2; SIRT5 block: -5; Cneo AK release: -1; S100A4 inh HTS: -13

Compounds listed so far containing an aryl thioether with sulfur outside any ring (two):
How did Cc1ccc(NC(=O)CSc2nnc(CNC(=O)C34CC5CC(CC(C5)C3)C4)n2-c2ccc(F)cc2)cc1 do in these assays?
Xi reactivation: 0.1; PGC1a acetyl inh: 12; LGR2 antag: -5; Cneo AK release: -1

Results for Cc1ccc(Cc2nnc(SCC(=O)Nc3ccccc3)n(N)c2=O)cc1 ?
ERAP1 HTS inh: 1; Xi reactivation: 0.1; PGC1a acetyl inh: 0; LGR2 antag: 15; Statin myotox sup: 28; SIRT5 block: -4; Cneo AK release: -1; S100A4 inh HTS: -1

Returning to the listing, repeating the 2 entries before the break.
Results for C=CC[C@H](CC(=O)N[C@H](CO)Cc1ccccc1)C(=O)N[C@@H](COC(=O)[C@@H](CC=C)CC(=O)OC(C)(C)C)Cc1c[nH]c2ccccc12 ?
Xi reactivation: -0.1; PGC1a acetyl inh: 8; LGR2 antag: 23; Statin myotox sup: 4; Cneo AK release: -4; S100A4 inh HTS: -2

Results for CCO[C@H]1OC(C(=O)N2CCN(C)CC2)=C[C@@H](C(C)(C)C)[C@@H]1CCCO ?
ERAP1 HTS inh: -4; Xi reactivation: 0.1; PGC1a acetyl inh: 5; LGR2 antag: -8; Statin myotox sup: 2; SIRT5 block: -5; Cneo AK release: -1; S100A4 inh HTS: -13

How did C#CCN(CC=C)C(=O)C1CCC(=O)N(CCCc2ccccc2)C1 (configuration not stated) do in these assays?
ERAP1 HTS inh: 2; Xi reactivation: -0.1; PGC1a acetyl inh: 3; LGR2 antag: 4; Statin myotox sup: -10; SIRT5 block: 12; Cneo AK release: 2; S100A4 inh HTS: 4

Results for COc1ccc2ccccc2c1/C=N/NC(=O)c1cccc([N+](=O)[O-])c1 ?
ERAP1 HTS inh: -1; Xi reactivation: 0.0; PGC1a acetyl inh: 14; LGR2 antag: 8; Statin myotox sup: -24; SIRT5 block: -5; Cneo AK release: -5; S100A4 inh HTS: 0

How did COc1ccccc1C(=O)N1C[C@H]2[C@@H](c3ccccc31)[C@H](CO)N2C(=O)C1CCCCC1 do in these assays?
ERAP1 HTS inh: 5; Xi reactivation: 0.0; PGC1a acetyl inh: -10; LGR2 antag: -12; Statin myotox sup: 1; SIRT5 block: -2; Cneo AK release: -1; S100A4 inh HTS: 0

What do the screens show for `C[C@@H]1CN([C@@H](C)CO)C(=O)Cc2cc(NS(=O)(=O)c3ccccc3)ccc2O[C@@H]1CN(C)Cc1ccc(-c2ccccc2)cc1`?
ERAP1 HTS inh: -1; Xi reactivation: -1.2; PGC1a acetyl inh: 16; LGR2 antag: 10; Statin myotox sup: 15; SIRT5 block: 11; Cneo AK release: 2; S100A4 inh HTS: 29

How did COCCN1C[C@@H](CO)O[C@@H](n2cnc3c(N(C)C)ncnc32)C1 do in these assays?
ERAP1 HTS inh: 1; Xi reactivation: 0.0; PGC1a acetyl inh: 5; LGR2 antag: 2; Statin myotox sup: -10; SIRT5 block: -2; Cneo AK release: 4; S100A4 inh HTS: 1

Results for CCCc1c(C(=O)Nc2cc(C(C)(C)C)on2)cnn1-c1ccccc1 ?
ERAP1 HTS inh: 3; Xi reactivation: -0.1; PGC1a acetyl inh: 5; LGR2 antag: 15; Statin myotox sup: -12; SIRT5 block: -4; S100A4 inh HTS: -3

Results for CC(=O)NNc1ncnc2c1cnn2-c1ccc(C)cc1 ?
ERAP1 HTS inh: -2; Xi reactivation: 0.1; LGR2 antag: -8; S100A4 inh HTS: 3

How did CCOCCCNC(=O)C1CCC(CNS(=O)(=O)c2ccc(Cl)cc2)CC1 (configuration not stated) do in these assays?
ERAP1 HTS inh: -2; PGC1a acetyl inh: 3; LGR2 antag: 4; Statin myotox sup: -6; SIRT5 block: -2; Cneo AK release: 1; S100A4 inh HTS: -4

What do the screens show for `C[C@@H]1CN([C@@H](C)CO)C(=O)c2cc(NC(=O)C3CCCCC3)ccc2O[C@@H](C)CCCCO[C@@H]1CN(C)C(=O)NC1CCCCC1`?
ERAP1 HTS inh: -1; Xi reactivation: -0.6; PGC1a acetyl inh: 10; LGR2 antag: 3; Statin myotox sup: -48; SIRT5 block: -1; Cneo AK release: 97*; S100A4 inh HTS: 6

What do the screens show for `Cc1n[nH]c(=O)c2c(NC(=O)CSc3nncs3)oc(C)c12`?
ERAP1 HTS inh: 2; Xi reactivation: 0.0; LGR2 antag: -12; SIRT5 block: -1; S100A4 inh HTS: -1

What do the screens show for `COc1ccccc1OCC(O)CNCc1ccc2c(c1)OCO2` (configuration not stated)?
ERAP1 HTS inh: -1; Xi reactivation: 0.0; PGC1a acetyl inh: 1; LGR2 antag: 10; Statin myotox sup: -7; SIRT5 block: -3; Cneo AK release: -1; S100A4 inh HTS: -7

What do the screens show for `CCOc1cccc2sc(N(CCCN(C)C)C(=O)c3ccc(S(=O)(=O)N(C)Cc4ccccc4)cc3)nc12`?
ERAP1 HTS inh: -1; Xi reactivation: 0.1; LGR2 antag: -1; Statin myotox sup: -6; SIRT5 block: -4; Cneo AK release: 39; S100A4 inh HTS: -2

How did CCC(C)(C)NC(=O)C(c1cccs1)N(C(=O)c1ccn[nH]1)c1cccc(OC)c1 (configuration not stated) do in these assays?
ERAP1 HTS inh: 6; Xi reactivation: 0.0; LGR2 antag: 7; SIRT5 block: -13; S100A4 inh HTS: -5

How did CCOC(=O)c1cc2c(=O)n3ccccc3nc2n(C(C)C)c1=NC(=O)c1c(-c2ccccc2Cl)noc1C do in these assays?
ERAP1 HTS inh: -6; Xi reactivation: 0.2; SIRT5 block: -7; S100A4 inh HTS: 2

Results for Cc1cccc(S(=O)(=O)N2CCCCN3[C@H](CO)[C@H](c4ccc(-c5cccnc5)cc4)[C@H]3C2)c1 ?
ERAP1 HTS inh: 3; Xi reactivation: 0.3; PGC1a acetyl inh: 1; LGR2 antag: -14; SIRT5 block: 5; Cneo AK release: 0; S100A4 inh HTS: 3

Results for C[C@H]1CN([C@@H](C)CO)C(=O)c2cc(-c3cncnc3)cnc2O[C@@H]1CN(C)CC1CCCC1 ?
ERAP1 HTS inh: 3; Xi reactivation: 0.0; PGC1a acetyl inh: 9; LGR2 antag: -3; Statin myotox sup: 11; SIRT5 block: 4; Cneo AK release: -5; S100A4 inh HTS: 7

Results for Cc1cc([N+](=O)[O-])ccc1NCc1ccco1 ?
ERAP1 HTS inh: 2; Xi reactivation: 0.0; LGR2 antag: -11; SIRT5 block: -1; S100A4 inh HTS: -1

What do the screens show for `Fc1ccc2nc(-c3ccccc3)ccc2c1`?
ERAP1 HTS inh: -3; Xi reactivation: 0.0; PGC1a acetyl inh: -5; LGR2 antag: -77; Statin myotox sup: -6; SIRT5 block: 3; Cneo AK release: -1; S100A4 inh HTS: -6

What do the screens show for `Cc1cc2ccccc2n1CCNC(=O)C(C)(C)C`?
ERAP1 HTS inh: 3; Xi reactivation: -0.2; LGR2 antag: 32; Statin myotox sup: -35; SIRT5 block: -1; Cneo AK release: 0; S100A4 inh HTS: 67

Results for Cc1ccc(C(=O)N2CCC3(CC2)Oc2ccc(Cl)cc2C(=O)C32CC(c3cccnc3)=NO2)s1 (configuration not stated) ?
ERAP1 HTS inh: 0; Xi reactivation: 0.0; PGC1a acetyl inh: -7; LGR2 antag: 0; Statin myotox sup: -4; Cneo AK release: -2; S100A4 inh HTS: -8

Results for COc1cccc(C(=O)Nc2ccc3c(c2)C(=O)N(C)[C@@H]2CC[C@H](CC(=O)NCc4ccccc4F)O[C@H]2CO3)c1 ?
ERAP1 HTS inh: -2; Xi reactivation: 0.3; PGC1a acetyl inh: -3; LGR2 antag: 5; Statin myotox sup: 2; SIRT5 block: 1; Cneo AK release: -4; S100A4 inh HTS: 3

Results for CCCCCCCN=CC1=C(O)CC(c2ccccc2)CC1=O (configuration not stated) ?
ERAP1 HTS inh: -1; Xi reactivation: -0.1; LGR2 antag: 1; SIRT5 block: -2; Cneo AK release: -2; S100A4 inh HTS: -3

Results for CC=Cc1ccc2n(c1=O)C[C@@H]1[C@@H](CO)[C@H](C(=O)NCC3CCCCC3)N(C(=O)CC)[C@H]21 (mixture of isomers) ?
Xi reactivation: 0.4; PGC1a acetyl inh: -6; LGR2 antag: -4; Statin myotox sup: 2; SIRT5 block: 1
